SKKanGAS inh: inhibitors of SKKanGAS S. pyogenes growth in kanamycin (SK-promoter or general growth effect); hit rate 1.3% among 300,000; BacTiter-Glo, 6 h; inhibition, % at 7.5 µM; AID 1662;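 active means mean replicate score, as percent of positive control median, at least 50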;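 further: strain carries kanamycin resistance gene driven by streptokinase promoter and grows in 40 µg/ml kanamycin; loss of luminescence reflects streptokinase promoter inhibition or plain growth inhibition; 0% = median of DMSO wells and 100% = positive control at its reference dose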
KCNK9 block: human KCNK9 channel inhibition; B-score at 10 µM; HEK293 KCNK9, FluxOR thallium flux fluorescence; hits give low values; hit rate 1.2% among 310,000;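 active means ratio B-score over 3 SD below the library mean, with starting fluorescence within 5 SD of its mean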;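 further: negative B-score means less thallium flux so channel inhibition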
KCNQ1 pot: potentiates or activates the human KCNQ1 potassium channel. CHO-K1 KCNQ1, thallium flux FluxOR fluorescence; hits give high values. B-score at 10 µM. hit rate 0.35% among 310,000. AID 2648;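 active means fluorescence ratio B-score, a plate-corrected score, at least three library SD, with initial intensity B-score within 5 SD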
Target sequence (P51787 whole entry, looked up): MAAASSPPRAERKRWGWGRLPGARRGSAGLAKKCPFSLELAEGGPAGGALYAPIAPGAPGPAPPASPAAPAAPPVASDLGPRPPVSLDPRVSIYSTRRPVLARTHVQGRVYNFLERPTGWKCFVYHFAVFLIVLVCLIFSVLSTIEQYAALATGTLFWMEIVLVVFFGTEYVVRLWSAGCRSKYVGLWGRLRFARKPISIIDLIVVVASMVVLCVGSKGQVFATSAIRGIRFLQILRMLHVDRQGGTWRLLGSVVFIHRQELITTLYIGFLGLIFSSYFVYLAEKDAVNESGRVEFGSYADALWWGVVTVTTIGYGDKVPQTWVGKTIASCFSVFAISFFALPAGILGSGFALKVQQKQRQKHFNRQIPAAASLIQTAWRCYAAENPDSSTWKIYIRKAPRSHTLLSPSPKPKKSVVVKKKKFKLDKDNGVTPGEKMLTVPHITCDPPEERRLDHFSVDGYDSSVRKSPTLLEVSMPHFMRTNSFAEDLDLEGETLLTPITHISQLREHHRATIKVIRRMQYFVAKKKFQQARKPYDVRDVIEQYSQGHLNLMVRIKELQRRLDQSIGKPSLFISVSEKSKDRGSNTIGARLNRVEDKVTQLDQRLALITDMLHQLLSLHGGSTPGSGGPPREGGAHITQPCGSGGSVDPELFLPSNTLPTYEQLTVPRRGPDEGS
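System: CHO-K1 cells stably expressing KCNQ1 / Medium: assay buffer for compound exposure, DMSO matched across wells / Reagent: thallium- and potassium-containing depolarizing buffer / Compound: one concentration, matched DMSO / Incubation: 20 min compound pretreatment at room temperature / Measured by: kinetic FluxOR fluorescence, 10 s baseline plus 110 s post-stimulus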
hERG protect: compounds protecting human hERG from proarrhythmic drug block. activation (rescue from dofetilide block), less the hit threshold, % at 10 µM. hit rate 0.51% among 310,000. Q12809. CHO-hERG, FluxOR thallium flux, dofetilide IC70 present. AID 1511;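 active means activation above the mean of controls blocked by dofetilide plus 5 SD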;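 further: thallium influx through hERG after potassium depolarization seen as dye fluorescence rise; in these data hits start at about 4.7%; inactives centre near -7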
TMEM16A act: activators or potentiators of mouse TMEM16A chloride channel; HEK293 TMEM16A/YFP-H148Q/I152L, iodide quench fluorescence; hits give low values; B-score at 10 µM; AID 623877; hit rate 0.3% among 340,000;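 active means fluorescence-ratio B-score plate-corrected deviation score at least 3 library SD below zero, with starting fluorescence score within 5 deviations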;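 further: channel opened by trigger with iodide after compound preincubation; score built on the fluorescence ratio of max minus min over baseline; more negative score means more quench and so TMEM16A activation or potentiation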
RGS4 act: potentiators or activators of RGS4; HEK293 M3R/inducible RGS4, carbachol calcium flux Fluo4; hits give low values; B-score at 10 µM; hit rate 0.92% among 310,000;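 active means B-score of the integrated calcium signal more than 4 SD below the library mean, with starting fluorescence not abnormally high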;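 further: negative B-score means reduced calcium response which marks RGS4 activation or potentiation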
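test system = HEK293 cells with stable M3R and inducible RGS4 | schedule = recording 10 s baseline at 1 Hz, 100 s post-agonist | technique = Fluo4-AM (2 µM) calcium-flux fluorescence, kinetic read | measure = Agonist-evoked peak-minus-minimum fluorescence over baseline, integrated ratio, B score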
KCNQ1 block: blocks the human KCNQ1 potassium channel; AID 2642; hit rate 1.3% among 310,000; CHO-K1 KCNQ1, FluxOR thallium flux fluorescence; hits give high values; P51787; B-score at 10 µM;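 active means compounds whose thallium flux B-score, printed positive for inhibition, exceeds three library SD while starting fluorescence stays within three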;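 further: channel opened by potassium depolarization with thallium stimulus after 20 min compound exposure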
KCNK3 inh: human KCNK3 channel inhibition, primary screen; O14649; CHO-KCNK3 thallium flux, FluxOR fluorescence; hits give low values; B-score at 10 µM; hit rate 0.84% among 340,000; AID 602410;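 active means B-score under library mean minus 4 SD, starting fluorescence ratio at most library mean plus 5 SD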;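 further: more negative B-score means stronger inhibition of thallium flux through KCNK3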
Target sequence (O14649 whole entry, looked up): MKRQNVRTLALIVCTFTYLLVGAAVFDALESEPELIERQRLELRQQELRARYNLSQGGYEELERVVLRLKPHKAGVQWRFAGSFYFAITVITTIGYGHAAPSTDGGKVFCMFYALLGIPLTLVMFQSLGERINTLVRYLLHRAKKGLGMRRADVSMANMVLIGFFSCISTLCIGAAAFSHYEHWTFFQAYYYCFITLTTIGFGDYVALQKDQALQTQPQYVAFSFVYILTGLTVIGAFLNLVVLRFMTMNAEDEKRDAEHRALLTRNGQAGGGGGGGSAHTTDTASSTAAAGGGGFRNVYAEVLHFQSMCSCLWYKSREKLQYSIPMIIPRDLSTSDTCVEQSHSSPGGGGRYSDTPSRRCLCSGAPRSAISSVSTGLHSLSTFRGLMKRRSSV
RGS4 block: human RGS4 inhibition | hit rate 0.45% among 310,000 | HEK293 M3R/RGS4 inducible, Fluo-4 calcium flux; hits give high values; triggered by carbachol at its EC20 | B-score at 10 µM | P49798 | AID 463165;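 active means B-score, a plate-corrected calcium signal, over three deviations above library mean, with baseline fluorescence within five deviations of library mean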;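 further: RGS4 expression induced by doxycycline in cells with stable M3 receptor; B-score is computed from the integrated fluorescence ratio over baseline after carbachol; higher B-score means a larger calcium signal and so more RGS4 inhibition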
TMEM16A inh: inhibitors of mouse TMEM16A calcium-activated chloride channel | normalized B-score (activity score, 25-100; higher = stronger inhibition) at 10 µM | Q8BHY3 | HEK293 TMEM16A/YFP iodide influx fluorescence, ionomycin | hit rate 1.2% among 310,000 | AID 588511;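 active means ratio plate-corrected score three or more library SD toward inhibition, starting fluorescence score within five deviations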;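 further: score derived from kinetic fluorescence span divided by baseline fluorescence per well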
HDAC3 inhib: human HDAC3 inhibition | O15379 | recombinant HDAC3, fluorogenic peptide/trypsin coupled, fluorescence | inhibition, % at 8.3 µM | hit rate 0.15% among 320,000 | AID 2718; in the data active means inhibition above about 26%, passing the limit was not always enough
Starred values were filed as active, the others as inactive.

For CCCCNC(=O)C1Cc2cc(S(=O)(=O)N3CCCC3)ccc2N1C(C)=O (stereo not given) the results were SKKanGAS inh -2, KCNK9 block inactive, KCNQ1 pot inactive, hERG protect -7, TMEM16A act inactive, RGS4 act inactive, KCNQ1 block inactive, KCNK3 inh inactive, RGS4 block inactive, TMEM16A inh inactive and HDAC3 inhib -2.
Screening Cc1ccc(-c2nnn(CCC(=O)NC3CCCC3)n2)cc1 returned SKKanGAS inh -8, KCNK9 block inactive, KCNQ1 pot inactive, hERG protect -8, TMEM16A act inactive, RGS4 act inactive, KCNQ1 block inactive, KCNK3 inh inactive, RGS4 block inactive, TMEM16A inh inactive and HDAC3 inhib -2.
O=C(Nc1ccccc1C(=O)N/N=C/c1ccc(O)cc1)c1ccccc1 was read as SKKanGAS inh 6, KCNK9 block inactive, KCNQ1 pot inactive, hERG protect -12, TMEM16A act inactive, RGS4 act inactive, KCNQ1 block inactive, KCNK3 inh inactive, RGS4 block inactive, TMEM16A inh inactive and HDAC3 inhib 7.
COc1ccc(C(=O)Oc2ccc(F)cc2C(=O)/C=C/c2ccc(OC)c(OC)c2)cc1 was read as SKKanGAS inh 1, KCNK9 block inactive, KCNQ1 pot inactive, hERG protect -7, TMEM16A act inactive, RGS4 act inactive, KCNQ1 block inactive, KCNK3 inh inactive, RGS4 block inactive, TMEM16A inh inactive and HDAC3 inhib 11.
`O=C(c1ccc2c3c(cccc13)CC2)C1CCCN(C(=O)c2cc[n+]([O-])cc2)C1` (stereo not given) gave SKKanGAS inh -4, KCNK9 block inactive, KCNQ1 pot inactive, hERG protect -9, TMEM16A act inactive, RGS4 act inactive, KCNQ1 block inactive, KCNK3 inh inactive, RGS4 block inactive, TMEM16A inh inactive and HDAC3 inhib 1.
For CC(C)(O)C#Cc1ccc(CN2CCN(Cc3ccsc3)C(CCO)C2)cc1 (stereo not given) the results were SKKanGAS inh 0, KCNK9 block inactive, KCNQ1 pot inactive, hERG protect -10, TMEM16A act inactive, RGS4 act inactive, KCNQ1 block inactive, KCNK3 inh inactive, RGS4 block inactive, TMEM16A inh inactive and HDAC3 inhib 8.
CC(C)(CNC(=O)c1ccc(-c2ccccc2Cl)o1)N1CCOCC1 was read as SKKanGAS inh -3, KCNK9 block inactive, KCNQ1 pot inactive, hERG protect -4, TMEM16A act inactive, RGS4 act inactive, KCNQ1 block inactive, KCNK3 inh inactive, RGS4 block inactive, TMEM16A inh inactive and HDAC3 inhib -1.
Screening Cc1oc(-c2ccccc2F)nc1CS(=O)CC(=O)NC1CC1 (stereo not given) returned SKKanGAS inh -6, KCNK9 block inactive, KCNQ1 pot inactive, hERG protect -5, TMEM16A act inactive, RGS4 act inactive, KCNQ1 block inactive, KCNK3 inh inactive, RGS4 block inactive, TMEM16A inh inactive and HDAC3 inhib 0.
For CN1C(=O)[C@H]2[C@@H](C3CC3)N3C(=O)CN(CCO)C(=O)[C@@]3(Cc3ccccc3)[C@H]2C1=O the results were SKKanGAS inh 3, KCNK9 block inactive, KCNQ1 pot inactive, hERG protect 0, TMEM16A act inactive, RGS4 act inactive, KCNQ1 block inactive, KCNK3 inh inactive, RGS4 block inactive, TMEM16A inh inactive and HDAC3 inhib -3.
Screening O=C(CC1(C(=O)O)CCCC1)N1CCOCC1 returned SKKanGAS inh -4, KCNK9 block inactive, KCNQ1 pot inactive, hERG protect -12, TMEM16A act inactive, RGS4 act inactive, KCNQ1 block inactive, KCNK3 inh inactive, RGS4 block inactive, TMEM16A inh inactive and HDAC3 inhib -10.
`Cc1nn(-c2ccccc2)c2nc(C(F)(F)F)[nH]c(=O)c12` gave SKKanGAS inh -8, KCNK9 block inactive, KCNQ1 pot inactive, hERG protect -1, TMEM16A act inactive, RGS4 act inactive, KCNQ1 block inactive, KCNK3 inh inactive, RGS4 block inactive, TMEM16A inh inactive and HDAC3 inhib -8.
Screening CS(=O)(=O)c1ccc(N2CCOCC2)c(S(C)(=O)=O)c1 returned SKKanGAS inh -10, KCNK9 block inactive, KCNQ1 pot inactive, hERG protect -8, TMEM16A act inactive, RGS4 act inactive, KCNQ1 block inactive, KCNK3 inh inactive, RGS4 block inactive, TMEM16A inh inactive and HDAC3 inhib -1.
`COc1ccc(Oc2ccc(S(=O)(=O)N3CCCCC3)cc2S(=O)(=O)N2CCCCC2)cc1` gave SKKanGAS inh -2, KCNK9 block inactive, KCNQ1 pot inactive, hERG protect -5, TMEM16A act inactive, RGS4 act inactive, KCNQ1 block inactive, KCNK3 inh inactive, RGS4 block inactive, TMEM16A inh inactive and HDAC3 inhib -3.
Screening CC(C)OCC(O)CSc1ccccn1 (stereo not given) returned SKKanGAS inh 3, KCNK9 block inactive, KCNQ1 pot inactive, hERG protect -8, TMEM16A act inactive, RGS4 act inactive, KCNQ1 block inactive, KCNK3 inh inactive, RGS4 block inactive, TMEM16A inh inactive and HDAC3 inhib -12.
Cc1cc(C)cc(N2C(=O)CC(N(C(=O)c3ccco3)c3cc(C)cc(C)c3)C2=O)c1 (stereo not given) was read as SKKanGAS inh 1, KCNK9 block inactive, KCNQ1 pot inactive, hERG protect -5, TMEM16A act inactive, RGS4 act inactive, KCNQ1 block inactive, KCNK3 inh inactive, RGS4 block inactive, TMEM16A inh inactive and HDAC3 inhib 10.
`COc1cccc(-n2nnnc2SCC(=O)N2CCCc3ccccc32)c1` gave SKKanGAS inh -19, KCNK9 block inactive, KCNQ1 pot inactive, hERG protect -4, TMEM16A act inactive, RGS4 act inactive, KCNQ1 block inactive, KCNK3 inh inactive, RGS4 block inactive, TMEM16A inh inactive and HDAC3 inhib 6.
For COc1ccc(N2CCN(C(=O)CCc3nnc4ccc(N5CCCC5)nn34)CC2)cc1 the results were SKKanGAS inh 11, KCNK9 block inactive, KCNQ1 pot inactive, hERG protect -9, TMEM16A act inactive, RGS4 act inactive, KCNQ1 block inactive, KCNK3 inh inactive, RGS4 block inactive, TMEM16A inh inactive and HDAC3 inhib -4.
`Cc1cc(NC(=O)Cn2nc3c(cc2=O)CCCC3)ccc1Br` gave SKKanGAS inh 1, KCNK9 block inactive, KCNQ1 pot inactive, hERG protect -11, TMEM16A act inactive, RGS4 act inactive, KCNQ1 block inactive, KCNK3 inh inactive, RGS4 block inactive, TMEM16A inh inactive and HDAC3 inhib 1.
`Cc1sc(NC(=O)CCC(=O)O)c(C#N)c1C` gave SKKanGAS inh 0, KCNK9 block inactive, KCNQ1 pot inactive, hERG protect -6, TMEM16A act inactive, RGS4 act inactive, KCNQ1 block inactive, KCNK3 inh inactive, RGS4 block inactive, TMEM16A inh inactive and HDAC3 inhib -8.
O=C(COC(=O)c1ccccc1F)c1ccc(-n2nncc2-c2ccco2)cc1 was read as SKKanGAS inh 3, KCNK9 block inactive, KCNQ1 pot inactive, hERG protect -6, TMEM16A act inactive, RGS4 act inactive, KCNQ1 block inactive, KCNK3 inh inactive, RGS4 block inactive, TMEM16A inh inactive and HDAC3 inhib 11.
Screening CCOC(=O)c1c(CN2CCN(C)CC2)n(-c2ccccc2)c2cc(Br)c(O)cc12 returned SKKanGAS inh -11, KCNK9 block inactive, KCNQ1 pot inactive, hERG protect -15, TMEM16A act inactive, RGS4 act inactive, KCNQ1 block inactive, KCNK3 inh inactive, RGS4 block inactive and TMEM16A inh inactive.
`O=c1oc2c3c(nn2c2ccccc12)CCCC3` gave SKKanGAS inh -9, KCNK9 block inactive, KCNQ1 pot inactive, hERG protect -8, TMEM16A act inactive, RGS4 act inactive, KCNQ1 block inactive, KCNK3 inh inactive, RGS4 block inactive, TMEM16A inh inactive and HDAC3 inhib -3.
Screening COc1ccc2oc(=O)c(C(=O)N3CCCC3)cc2c1 returned SKKanGAS inh -33, KCNK9 block inactive, KCNQ1 pot inactive, hERG protect -10, TMEM16A act inactive, RGS4 act inactive, KCNQ1 block inactive, KCNK3 inh inactive, RGS4 block inactive, TMEM16A inh inactive and HDAC3 inhib -12.
`NC(=S)N/N=C/c1c[nH]c2ccccc12` gave SKKanGAS inh -10, KCNK9 block inactive, KCNQ1 pot inactive, hERG protect -13, TMEM16A act inactive, RGS4 act inactive, KCNQ1 block inactive, KCNK3 inh inactive, RGS4 block inactive, TMEM16A inh inactive and HDAC3 inhib 10.
Screening CCNC(=O)COC(=O)C1CCC(=O)N(c2ccc(OC)cc2)C1c1ccc(OC)cc1 (stereo not given) returned SKKanGAS inh 2, KCNK9 block inactive, KCNQ1 pot inactive, hERG protect -5, TMEM16A act inactive, RGS4 act inactive, KCNQ1 block inactive, KCNK3 inh inactive, RGS4 block inactive, TMEM16A inh inactive and HDAC3 inhib -6.
`COC(=O)c1cc(C)nc2c1C(=O)C(=O)C=C2N1CCOCC1` gave SKKanGAS inh 45, KCNK9 block inactive, KCNQ1 pot inactive, hERG protect 0, TMEM16A act inactive, RGS4 act inactive, KCNQ1 block inactive, KCNK3 inh inactive, RGS4 block 21*, TMEM16A inh inactive and HDAC3 inhib 2.
For CC(=O)Nc1ccc(NC(=O)C(C)OC(=O)c2cccc(S(=O)(=O)N3CCCC3)c2)cc1 (stereo not given) the results were SKKanGAS inh 6, KCNK9 block inactive, KCNQ1 pot inactive, hERG protect -15, TMEM16A act inactive, RGS4 act inactive, KCNQ1 block inactive, KCNK3 inh inactive, RGS4 block inactive, TMEM16A inh inactive and HDAC3 inhib -4.
COC(=O)c1ccc(Cl)c(NC(=O)NC23CC4CC(CC(C4)C2)C3)c1 was read as SKKanGAS inh 6, KCNK9 block inactive, KCNQ1 pot inactive, hERG protect -18, TMEM16A act inactive, RGS4 act inactive, KCNQ1 block 10*, KCNK3 inh inactive, RGS4 block inactive, TMEM16A inh inactive and HDAC3 inhib 2.
For COC(=O)c1cc2occc2n1Cc1nc(-c2cccc(Cl)c2)oc1C the results were SKKanGAS inh -1, KCNK9 block -9.3*, KCNQ1 pot inactive, hERG protect -9, TMEM16A act inactive, RGS4 act -8.9*, KCNQ1 block inactive, KCNK3 inh inactive, RGS4 block inactive, TMEM16A inh inactive and HDAC3 inhib -2.
Nc1nc(NCc2ccccc2)n(-c2ccccc2)n1 was read as SKKanGAS inh -6, KCNK9 block inactive, KCNQ1 pot inactive, hERG protect -3, TMEM16A act inactive, RGS4 act inactive, KCNQ1 block inactive, KCNK3 inh inactive, RGS4 block inactive, TMEM16A inh inactive and HDAC3 inhib -4.

Compound activity as filed in PubChem BioAssay.
